Screening results deposited in PubChem BioAssay by several laboratories.
NS5 inhibitors – flavivirus cap methylation enzyme inhibition – biochemical, confirmation dose response, primary screen (AID 588689); Dengue-2 NS5 methyltransferase capping enzyme assay, biochemical; higher % means a stronger effect; inhibition, % at 25 µM, or IC50 in µM where a hit was titrated; actives 0.3% (n = 340,000); in the data active means a potency from the dose series; inconclusive means inhibition above about 29% without an active follow-up result
SV40 large T antigen – SV40 large T antigen inhibitors, biochemical (AID 1903). SV40 large T antigen ATPase/helicase inhibition assay; higher % means a stronger effect. one-dose inhibition, % at 20 µM; IC50 in µM for titrated hits. actives 0.39% (n = 310,000); in the data active means a potency from the dose series; inconclusive means inhibition mostly from about 32% at the one dose, without a potency; inactive means the rest, 99 in 100 with inhibition below about 32%; further: strong numbers were not always called active
NTR1 agonist – NTR1-driven beta-arrestin-GFP spot formation – imaging, U2OS cells, high content, primary screen (AID 493036); P30989; activation, % at 20 µM; agonist mode; actives 0.17% (n = 330,000);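 active means activation at or above 40% of the spot to cytoplasm intensity ratio, with at least 20 cells analyzed; inconclusive means wells under 20 cells, flagged as cytotoxic or low count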;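 further: 0% = DMSO without peptide and 100% = 100 nM NTR1 peptide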
Target sequence (P30989 whole entry, looked up): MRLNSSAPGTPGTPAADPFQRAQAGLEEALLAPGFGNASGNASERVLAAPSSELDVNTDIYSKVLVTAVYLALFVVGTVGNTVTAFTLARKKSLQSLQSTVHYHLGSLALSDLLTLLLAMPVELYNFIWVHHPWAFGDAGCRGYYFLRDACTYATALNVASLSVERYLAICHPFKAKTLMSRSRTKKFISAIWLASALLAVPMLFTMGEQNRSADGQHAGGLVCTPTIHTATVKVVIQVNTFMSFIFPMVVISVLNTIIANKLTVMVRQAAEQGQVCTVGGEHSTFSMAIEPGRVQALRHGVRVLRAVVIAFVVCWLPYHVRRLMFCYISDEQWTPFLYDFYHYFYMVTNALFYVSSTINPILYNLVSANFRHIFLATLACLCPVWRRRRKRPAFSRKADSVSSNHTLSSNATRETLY
RSV antiviral HEp-2 – RSV antiviral activity via CPE protection, HEp-2 cells, primary 10 µM value included (AID 2391). CPE inhibition, % at 10 µM; hits with a dose series show IC50 in µM. actives 0.13% (n = 310,000). HEp-2 cells, RSV-induced CPE inhibition; higher % means a stronger effect; in the data active means a potency from the dose series; inconclusive means CPE inhibition mostly from about 23% at the one dose, without a potency; inactive means the rest, 99 in 100 with CPE inhibition below about 21%; further: strong numbers were not always called active
Rac1 GTP hydrolysis – MgcRacGAP GTPase-activating activity inhibitors, confirmation, biochemical, ADP Hunter fluorescence; MgcRacGAP-stimulated Rac1 GTP hydrolysis, ADP Hunter fluorescence; higher % means a stronger effect; GST-tagged Rac1 F28L mutant substrate; inhibition, % at 30 µM, or IC50 in µM where a hit was titrated; actives 0.6% (n = 340,000);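 active means first-screen hits whose inhibition reached a set limit at any dose in the follow-up dose series; inconclusive means inhibition above the set first-screen limit but never retested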;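 further: fluorescence reports GDP produced by GAP-driven GTP hydrolysis; strong numbers were not always called active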
UTI89 phage lysis – inhibition of K1F phage lysis, E. coli UTI89, bacterial capsule biogenesis inhibitors, alamar blue (AID 488966). E. coli UTI89 K1F phage lysis, alamar blue, 2 h; higher % means a stronger effect. one-dose inhibition, % at 100 µM; IC50 in µM for titrated hits. actives 0.02% (n = 340,000);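 active means phage lysis inhibition, versus mean bacterial control, above a set limit; inconclusive means no clear call, values can overlap the other calls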;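 further: capsule biogenesis inhibitors block K1F phage lysis so surviving cells raise fluorescence; higher fluorescence means more inhibition of phage lysis; actives were called in the ten point dose series up to 300 µM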
PhoP inhibition – inhibitors of PhoP regulon expression, primary screen, Salmonella Typhimurium, GFP reporter (AID 1863); S. Typhimurium PhoP-regulated promoter GFP reporter, 4 h; higher % means a stronger effect; inhibition, % at 50 µM, or IC50 in µM where a hit was titrated; actives 0.16% (n = 300,000);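 active means inhibition over 29.93%, a cutoff 3 SD above the screen mean, later confirmed by dose response; inconclusive means inhibition over 29.93% but no dose response follow-up; inactive means inhibition at most 29.93% or unconfirmed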;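 further: 0% = low Mg2+ inducing control and 100% = high Mg2+ repressing control; strong numbers were not always called active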
T cell modulator – T cell immune modulators affecting CD8 T cell-vesicle binding; 2C CD8+ T cell-vesicle binding, flow cytometry; stronger effect = lower value; calls only at 7 µM; actives 0.068% (n = 330,000);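 active means response, share of CD8 T cells binding vesicles, and their 90th percentile fluorescence all below set limits, cut at about 80% in these data, passing the limit was not always enough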
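Test system: purified 2C TCR transgenic mouse naive CD8+ T cells. Probe or stimulus: QL9-peptide-loaded Drosophila micro-vesicles bearing Ld, ICAM-1 and B7-1. Incubation: binding step 1.5 h, 37 °C, antibody labelling 20 min, ice. Measured by: flow cytometry of vesicle-bound cells.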
West Nile antiviral – inhibition of WNV-induced cytopathic effect – cell-based, CPE readout (AID 1621) | West Nile virus-infected cells, CPE inhibition; higher % means a stronger effect | actives 0.02% (n = 290,000) | CPE inhibition, % at 10 µM; hits with a dose series show IC50 in µM; in the data active means a potency from the dose series; inconclusive means CPE inhibition mostly from about 3.7% at the one dose, without a potency; inactive means the rest, 99 in 100 with CPE inhibition below about 2.2%; further: strong numbers were not always called active
T cell modulator vesicle-bound % – second read-out of T cell modulator, no call of its own (marks repeat the call); double positive events, %; measured here: CD8+ vesicle-bound cell fraction;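 binding gate set so that unloaded-vesicle control wells show 10% double positive cells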
NTR1 agonist cell count 20 µM – further read-out of NTR1 agonist, marked with its call; cell count; measured here: cell count, cytotoxicity flag
NS5 inhibitors pilot replicate – recorded beside NS5 inhibitors, whose call it bears; inhibition, %; measured here: pilot screen replicate inhibition
Starred values were filed as active, the others as inactive; i = inactive; u = inconclusive; x = no result given; [ ] = dose if it differs, or a comment.

SMILES	NS5 inhibitors	SV40 large T antigen	NTR1 agonist	NTR1 agonist cell count 20 µM	RSV antiviral HEp-2	Rac1 GTP hydrolysis	UTI89 phage lysis	PhoP inhibition	T cell modulator	T cell modulator vesicle-bound %	West Nile antiviral	others
CC[n+]1c(/C=C/c2ccc(N(C)C)cc2)ccc2ccccc21	-6%	12%	x	x	-0.9%	47µM*	-19%	55µM*	i	57	-1.1%
CN(C)c1ccc(C(CNS(=O)(=O)c2cccc([N+](=O)[O-])c2)N2CCOCC2)cc1 (stereo not given)	1%	25%	0.0	56	-1.8%	4%	0.1%[50 µM]	0%	i	63	x
O=C(CC12CC3CC(CC(C3)C1)C2)N/N=C\c1ccc[nH]1	8%	3%	0.2	91	0.1%	0%	2.6%	-13%	i	64	-0.6%
CCOC(=O)C1CCCN(C(=O)c2ccc3oc(Cc4ccccc4)nc3c2)C1 (stereo not given)	-2%	9%	-1.2	59	1.3%	-14%	-0.3%	-10%	i	60	0.2%
CC(=O)Nc1nc(C)cs1	4%	12%	-1.2	54	0.9%	-3%	0.5%	8%	i	48	0.3%
O=[N+]([O-])c1ccc(OCc2n[nH]c(=S)n2-c2ccccc2)cc1	-3%	6%	1.8	69	1.9%	2%	0.1%	-2%	i	50	-0.3%	NS5 inhibitors pilot replicate=-4.9
Cc1cccc(-c2cc3nc(C)cc(NCCCn4ccnc4)n3n2)c1	-2%	13%	0.4	54	2.4%	19%	0.6%	5%	i	58	0.1%
Cc1ccc2nc(N3C(=O)C(O)=C(C(=O)c4ccc(C)o4)C3c3cccc(O)c3)sc2c1 (stereo not given)	1%	8%	1.4	55	15%	9%	i	3%	i	45	0.0%
CCc1nnc(NC(=O)CSc2nnc(-c3ccco3)n2CC)s1	-8%	-3%	-0.3	73	-0.9%	5%	-6.2%	9%	i	9	-0.1%
C=C(C)CNC(=S)N/N=C1\CCCCc2ccccc21	-4%	12%	-0.3	86	2.9%	10%	0.1%	8%	i	33	-1.3%
CC(C)C(=O)N1C2CCC1CC(O)(c1ccc(F)cc1)C2 (stereo not given)	-2%	19%	-1.2	68	1.6%	7%	0.1%	-12%	i	19	-0.2%
O=C(COC(=O)c1ccc(S(=O)(=O)N2CCOCC2)cc1)NCc1ccccc1	-4%	x	-1.0	56	x	1%	0.6%[50 µM]	x	i	20	x
Nc1nc(=S)[nH]c2c1C1(CCCCC1)Cc1ccccc1-2	7%	0%	x	x	0.4%	3%	0.2%	-14%	i	32	-0.3%
CC(C)Cc1nnc(NC(=O)CSc2nc(N)cc(=O)[nH]2)s1	4%	8%	0.7	101	0.1%	2%	0.1%	3%	i	45	1.2%
CC(=O)c1ccc(NC(=O)c2sc3nc(N4CCOCC4)c4c(c3c2N)CCCC4)cc1	6%	17%	4.3	54	2.6%	0%	0.3%	1%	i	16	0.9%
COc1cccc(-n2cnc3scc(-c4cccs4)c3c2=O)c1	-5%	-1%	1.9	75	14%	6%	0.1%	-8%	i	41	-0.1%
O=C(CSc1nnc(-c2ccco2)n1Cc1ccco1)N1CCOCC1	-8%	0%	0.1	54	-0.1%	3%	-0.8%	-14%	i	21	0.1%
CCCS(=O)(=O)N1CCC(C(=O)NC2CCCCC2C)CC1 (stereo not given)	5%	-8%	-0.4	32	3.3%	11%	0.7%	-2%	i	51	-0.3%
Cc1cc(-c2n[nH]c(=S)n2CC(C)C)cs1	0%	22%	0.6	36	1.4%	19%	-1.7%	-7%	i	17	-0.5%
COc1ccc(NC(=O)CCCn2c(=O)c3sccc3n(Cc3ccc(C)cc3)c2=O)cc1	-8%	3%	1.8	32	0.2%	-1%	0.1%	-6%	i	29	-0.2%
CCc1noc(C)c1C(=O)N1CCC(CCC(=O)Nc2cccc(C)c2)CC1	-4%	-7%	2.3	51	-0.2%	0%	0.1%[50 µM]	-4%	i	59	-1.0%
O=C(Nc1ccc2[nH]c(=S)sc2c1)Nc1ccccc1F	3%	10%	2.9	97	15%	21%	0.4%	-2%	i	41	-0.1%
CCCCCC(=O)NC(=S)NNC(=O)c1ccc([N+](=O)[O-])cc1	-4%	16%	0.9	53	-0.5%	8%	-6.3%	20%	i	47	-0.5%
CN1CCN(CCC(=O)Nc2cccc(F)c2)CC1	1%	12%	0.2	53	-1.9%	7%	4.7%	13%	i	21	0.0%
CC1(C)C(C(=O)OCC(Cl)(Cl)Cl)N2C(=O)C(NC(=O)Cc3ccccc3)C2S1=O (stereo not given)	-9%	1%	-0.3	73	-0.1%	22%	0.0%	1%	i	43	0.3%
SMILES	NS5 inhibitors	SV40 large T antigen	NTR1 agonist	NTR1 agonist cell count 20 µM	RSV antiviral HEp-2	Rac1 GTP hydrolysis	UTI89 phage lysis	PhoP inhibition	T cell modulator	T cell modulator vesicle-bound %	West Nile antiviral	others
CCc1cccc(NC(=O)CS(=O)Cc2nc(-c3ccc(C)cc3)oc2C)c1 (stereo not given)	-8%	0%	0.9	81	4.1%	8%	-0.8%	13%	i	30	-0.2%
Cn1c(=O)n(C)c2cc([N+](=O)[O-])c(N3CCN(C(=O)c4ccccc4Br)CC3)cc21	-1%	-4%	0.8	63	0.5%	10%	0.2%	-2%	i	36	0.5%
O=C(O)C1C2CCC(C2)C1C(=O)NCCCn1ccnc1 (stereo not given)	3%	4%	0.0	39	-1.2%	13%	1.0%	6%	i	4	-0.2%
CNC(=O)CSc1nnc(-c2ccc(S(=O)(=O)N3CCCC3)cc2)n1-c1cccc(C)c1C	-5%	6%	-1.5	47	0.0%	4%	-0.1%	-2%	i	35	-0.6%
CC(C)Nc1nnc(SC(C)C(=O)NCc2ccc3c(c2)OCO3)s1 (stereo not given)	-1%	0%	-0.8	38	0.3%	7%	0.1%	-7%	i	36	0.2%
CCN(CC)S(=O)(=O)c1ccc(N/N=C(\C)c2ccc(OC)cc2O)nc1	1%	11%	7.8	53	0.1%	13%	0.6%	x	i	23	u
COc1ccc(-c2nc(N=Nc3ccc(O)cc3)n[nH]2)cc1	7%	22%	3.7	66	9.4%	-9%	2.7%[50 µM]	17%	i	50	1.5%
COc1ccccc1NC(=O)c1ccc(NC(=O)C2CC2C)cc1 (stereo not given)	-4%	x	2.0	52	x	1%	0.1%[50 µM]	x	i	49	x
O=C(c1cc([N+](=O)[O-])ccc1N1CCOCC1)N1CCCC1	-1%	4%	2.1	47	0.9%	6%	4.7%	4%	i	41	0.7%
Cc1cccc(NC2=NCC(=O)N2Cc2ccccc2)c1	5%	6%	-1.8	87	1.4%	2%	1.6%	9%	i	36	0.4%
O=C(NCCN1CCOCC1)c1ccccc1OCc1ccccc1	-7%	x	-1.4	65	x	-2%	1.6%	x	i	45	x
COc1cc(Br)cc(C=Nc2cccc(C(F)(F)F)c2)c1O	7%	-3%	x	x	13%	-3%	-9.1%	16%	i	46	0.4%
CSc1ccccc1C(=O)N1CCC2(CC1)CC(=O)c1ccccc1O2	-4%	15%	1.2	65	3.5%	3%	1.4%[50 µM]	-2%	i	58	x
CCN(CC)c1ccc(/C=N/NC(=O)CNC(=O)c2ccccn2)cc1	5%	4%	0.0	95	4.0%	13%	0.2%	5%	i	20	0.5%
Cc1nc2ccc(-c3nc4ccccc4[nH]3)cc2[nH]1	3%	2%	-0.5	75	0.2%	22%	0.1%	3%	i	56	0.0%
CCOc1ccc(S(=O)(=O)n2cnc3ccccc32)cc1	x	12%	-0.8	69	0.9%	15%	-1.2%	0%	i	56	-0.8%
Cc1ccc(Nc2c([N+](=O)[O-])ccc3nonc23)c(C)c1	-1%	4%	0.2	89	1.7%	5%	-0.7%[50 µM]	2%	i	30	-1.4%
O=C(NC1CC1)c1cc(=S)[nH]c2ccccc12	-6%	x	-2.2	50	x	-1%	1.2%	x	i	42	x
O=C(NCc1ccccc1)C1C(=O)N(Cc2ccccc2)C(=O)C1C1(O)CCCC1 (stereo not given)	-6%	4%	1.0	78	0.7%	-1%	0.1%	-5%	i	45	0.1%
CCC1CN(C(=O)N2CCC(C(=O)NCc3ccccc3OC)CC2)c2ccccc2O1 (stereo not given)	-6%	7%	-0.8	67	16%	6%	-0.2%	-2%	i	8	-0.5%
CCCCCOC(=O)CSc1nc2c(c(=O)[nH]c(=O)n2C)n1CCc1ccccc1	-9%	x	4.7	56	1.2%	10%	0.3%	-15%	i	35	-0.1%
CCc1[nH]nc2c1C1(CCN(C(=O)c3ccccc3)CC1)C(C#N)=C(N)O2	-1%	12%	-0.5	36	1.1%	7%	1.6%	1%	i	6	-0.5%
COCCN(C(=O)COC(=O)c1ccccc1Nc1ccccc1)c1c(N)n(Cc2ccccc2)c(=O)[nH]c1=O	-2%	14%	1.8	64	5.2%	8%	-0.1%[50 µM]	-6%	i	46	x
CCc1ccc(OCC(=O)NCCc2ccc3c(c2)OCCO3)cc1	0%	x	0.7	49	0.8%	1%	0.6%[50 µM]	x	i	35	x
O=C(NCCC(=O)N1CCN(c2cccc(Cl)c2)CC1)c1ccc(Br)cc1	-1%	x	-1.2	55	3.8%	1%	-0.5%[50 µM]	x	i	27	x
COc1ccc(Cn2cnc3sccc3c2=O)cc1	4%	4%	-0.4	36	0.0%	13%	0.2%	3%	i	52	0.1%
CCN(CC)CCN1C(=O)C(=O)/C(=C(/O)c2ccc(OC)c(OC)c2)C1c1ccccn1 (stereo not given)	3%	10%	7.8	91	1.4%	8%	-0.7%	-1%	i	44	-0.2%
O=C1[C@H]2[C@@H](c3ccc(F)cc3)N3C(=O)N(c4cccc(Br)c4)C(=O)[C@@]3(Cc3ccc(Cl)cc3)[C@H]2C(=O)N1C1CCCCC1	-5%	-1%	2.9	96	13%	1%	0.6%	4%	i	9	-1.5%
COc1ccc(NC2CCCN(C(=O)c3ccccc3N3CCOCC3)C2)cc1OC (stereo not given)	-9%	30%	2.3	55	1.0%	198µM*	-0.9%[50 µM]	-5%	i	2	-0.3%
